S-ASM inh – human S-ASM enzyme inhibition. P17405. placental ASM, HMU-PC fluorogenic substrate, 60 min. 0.006% of 340,000 active. Potency, µM (series often up to 57.5 µM), without a hit: at the highest dose activity change, negative = inhibition, actives largely listed as inhibitors; note: potency is the fitted concentration of half-maximal effect
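Human placenta-derived ASM preincubated with compound 10 min at room temperature, then reacted with 9 uM (final) fluorogenic HMU-PC substrate for 60 min at 37 C. Stop solution raises pH to 10; fluorescence read at Ex 386/Em 447 nm.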
Integrin act MD – activators of alpha7 integrin expression for muscular dystrophy. alpha7betagal myoblasts, beta-gal FDG fluorescence, 48 h. Potency, µM (highest dose often 38.3 µM), inactives show top-dose activation, most hits filed as activators. 0.064% of 350,000 active. AID 624291;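 note: potency is the fitted concentration of half-maximal effect; 100% = response of the positive control SU9516; nearly all actives have a fitted effect of over 60% in size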
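alpha7betagal+/- myoblasts (passage 13, 250/well) treated 48 h at 37C with compounds at 1:260 dilution of DMSO stock. Lysed, then beta-galactosidase activity read as FDG fluorescence (ex 480/em 540) after 30 min, with pre-read for autofluorescence.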
KCNH2 3.1 block – inhibitors of human KCNH2 3.1 potassium channel isoform; U2OS KCNH2 3.1, thallium flux FluxOr; hits give low values; activity change, % (tested at about 1.8 µM); 0.95% of 340,000 active;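 active = maximum activity change below -70%; inconclusive = maximum activity change from -70% to -50%; inactive = maximum activity change above -50%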;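 note: thallium influx rate constant from kinetic fluorescence after stimulation buffer; % is set by controls: 0 for no effect and ±100 for the full control effect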
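Normalized rate constant (relative to positive and negative DMSO controls) derived from a 2 min kinetic fluorescence read after stimulation; U2OS cells expressing the 3.1 isoform via virus at 1.77 x 10^8 /mL.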
hERG WT inh – inhibitors of human wildtype KCNH2 potassium channel; Q12809; U2OS, BacMam KCNH2, thallium flux FluxOr; hits give low values; activity change, % at 1.84 µM; 0.37% of 340,000 active;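 active = maximum activity change below -70%; inconclusive = maximum activity change between -70% and -50%; inactive = maximum activity change above -50%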; note: % is set by controls: 0 for no effect and ±100 for the full control effect
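U2OS cells transduced with wild-type KCNH2 virus are loaded with FluxOr dye for 45 min, and thallium flux is measured in kinetic reads before and after stimulation buffer. Rate constants are normalized to DMSO controls.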
MLL CXXC-DNA inh – inhibitors of human MLL CXXC domain-DNA interaction; Q03164; MLL-CXXC / FITC-HOXA9 DNA fluorescence polarization; 0.037% of 290,000 active; Potency, µM (series often up to 115 µM), for the others: top-dose activity change, negative = inhibition, hits mostly inhibitors; active = well fitted inhibition curve with a large enough effect in the polarisation, with a control signal flat, not every such curve was filed as active; inconclusive = small, poorly fitted or top-dose-only effect, or effect the other way, or a change in a side signal; inactive = no such curve, though single readings can be large or run the other way; the % refers to the polarisation; note: potency is the fitted concentration of half-maximal effect
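Fluorescence polarization: 7 uM MLL-CXXC (stock) preincubated 5 min with compounds, then 50 nM fluorescein-HOX-A9 DNA (stock) added; 30 min ambient. Buffer 50 mM Tris-HCl pH 7.5, 50 mM NaCl, 1 mM DTT, 0.05% BSA.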
AT treatment – candidate therapy for ataxia-telangiectasia; AID 485349; 0.19% of 320,000 active; […] A-T fibroblasts, KAP-1 phosphorylation AlphaLISA; neocarzinostatin DNA damage 30 min before lysis; Potency, µM (series often up to 57.5 µM), for inactives: at the top dose activation, hits mostly activators; note: potency is the fitted concentration of half-maximal effect; % of control where 0% means no effect; nearly all actives have a fitted effect of over 45% in size
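ATM-like activity read as KAP-1 phosphorylation via AlphaLISA donor/acceptor antibody pairs after lysis and 6 hr at 25C. Cells were ATM-null patient fibroblasts ([…], hTERT), dosed 60 min, then exposed to the DSB inducer NCS for 30 min.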
MBNL1 CUG block – blocks human MBNL1 binding to CUG repeat RNA; Potency, µM (titrated, usually from 57.5 µM), for inactives: at the highest dose activity change, negative = inhibition, usual class: inhibitors; 0.036% of 280,000 active; Q9NR56; TR-FRET MBNL1-His/biotin-(CUG)12 binding, 665/545 ratio; active = well fitted inhibition curve with a large enough effect in the signal ratio, with a control signal flat, not every such curve was filed as active; inconclusive = small, poorly fitted or top-dose-only effect, or effect the other way, or a change in a side signal; inactive = no such curve, though single readings can be large or run the other way; the % refers to the signal ratio; note: potency is the fitted concentration of half-maximal effect; % is set by controls: 0 for no effect and ±100 for the full control effect
Target sequence (Q9NR56 whole entry, looked up): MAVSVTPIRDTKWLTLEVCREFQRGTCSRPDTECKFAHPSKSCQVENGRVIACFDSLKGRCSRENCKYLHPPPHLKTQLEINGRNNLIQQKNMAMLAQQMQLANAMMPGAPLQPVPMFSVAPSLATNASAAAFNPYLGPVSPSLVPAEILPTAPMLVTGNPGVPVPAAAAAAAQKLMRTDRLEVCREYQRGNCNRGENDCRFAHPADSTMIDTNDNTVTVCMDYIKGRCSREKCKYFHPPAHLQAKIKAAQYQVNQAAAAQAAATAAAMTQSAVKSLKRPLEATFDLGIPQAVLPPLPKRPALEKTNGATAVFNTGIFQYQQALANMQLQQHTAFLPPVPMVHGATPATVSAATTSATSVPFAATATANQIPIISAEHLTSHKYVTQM
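TR-FRET readout: Ex 340 nm, 665/545 nm emission ratio, normalized to buffer-only (basal) and MBNL1-(CUG)12 controls. Complex of MBNL1-His with Biotin-(CUG)12, compounds 92 nM–58 uM, incubated 60 min at room temperature.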
GALK inh – blocks human galactokinase activity; P51570; Purified GALK, Kinase-Glo residual ATP luminescence; Potency, µM (titrated, usually from 57.5 µM), inactives show at the top dose activity change, negative = inhibition, hits mostly inhibitors; 0.007% of 270,000 active; AID 1868; note: potency is the fitted concentration of half-maximal effect; % is set by controls: 0 for no effect and ±100 for the full control effect
Target sequence (P51570 whole entry, looked up): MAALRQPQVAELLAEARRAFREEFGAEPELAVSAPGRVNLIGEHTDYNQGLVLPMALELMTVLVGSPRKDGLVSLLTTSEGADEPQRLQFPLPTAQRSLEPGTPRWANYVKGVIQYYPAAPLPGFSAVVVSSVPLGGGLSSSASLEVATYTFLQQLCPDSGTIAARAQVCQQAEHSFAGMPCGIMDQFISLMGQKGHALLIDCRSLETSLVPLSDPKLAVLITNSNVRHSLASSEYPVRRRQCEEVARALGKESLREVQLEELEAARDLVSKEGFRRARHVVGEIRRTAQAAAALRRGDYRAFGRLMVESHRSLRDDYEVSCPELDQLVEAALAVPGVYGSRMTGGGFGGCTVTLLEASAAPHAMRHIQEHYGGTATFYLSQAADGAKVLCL
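Luminescence from leftover ATP (Ultra-Glo luciferase/luciferin) served as read-out after a 1 h room-temperature reaction of 5 nM GALK with 35 uM ATP and 100 uM galactose.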
TRPV1 agonist – agonists of human vanilloid receptor 1 (TRPV1). Q8NER1. TRPV1-expressing cells, Fluo-8 calcium influx, agonist mode. activation, % at 8.33 µM. 0.19% of 320,000 active. AID 540275; in the data active = activation above about 80%; inconclusive = between about 30% and that limit; note: 0% is about no effect
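Cells expressing TRPV1 were dye-loaded with Fluo-8 and read kinetically: 10 s baseline, 3 min after compound (agonist portion), then 2 min after EC20 capsaicin (allosteric enhancer portion). Calcium-bound dye fluorescence at 480/520 nm.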
FBPA coupling cs – counter-screen for Giardia aldolase inhibitors: coupling enzyme system; 0.67% of 290,000 active; coupling enzyme system counterscreen, AmpLite Red fluorescence; activity change, negative = inhibition, % at 58.2 µM, hits read low; AID 2472; in the data active = activity change below about -30%; note: % is set by controls: 0 for no effect and ±100 for the full control effect
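Final compound at 57.5 uM, incubated 10 min at RT with coupling enzyme reagent (glyceraldehyde-3-phosphate), then 20 min with substrate and AmpLite Red detection. Fluorescence read at 525/598 nm; tests interference with the coupling assay, not aldolase inhibition.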
Starred values were filed as active, the others as inactive; ? = inconclusive; . = not tested or not shown; [ ] = remark or other dose. Unless noted, calls come from the whole dose curve; as a rule, active = well fitted curve in the direction sought with a large enough effect; inconclusive = small, poorly fitted or top-dose-only effect, or another doubt; inactive = no such curve, though single readings can be large; an effect the other way counts as inactive or inconclusive. This is a random part of the collection. Share with any hit: about 2%.

SMILES	S-ASM inh	Integrin act MD	KCNH2 3.1 block	hERG WT inh	MLL CXXC-DNA inh	AT treatment	MBNL1 CUG block	GALK inh	TRPV1 agonist	FBPA coupling cs
COc1ccc(N2CCN(S(=O)(=O)c3ccc4c(c3)OCCO4)CC2)cc1	2%	24%	-2	-1	2%	-2%	-9%	-1%	9	7
CC(C)NC(=O)c1cc(-c2ccco2)on1	-3%	25%	10	11	10%	-4%	3%	-2%	-2	0
Cc1cccc(N2CC34C=CC(O3)C(C(=O)O)C4C2=O)c1 (stereo not drawn)	1%	20%	13	-1	9%	-1%	2%	0%	1	4
COc1cc(/C=N/N(C)C)ccc1OC(=O)c1ccco1	-3%	14%	14	-7	100%[activator]	0%	-5%	6%	-1	1
COc1cccc(C(=O)NCCS(=O)(=O)NCc2cccnc2)c1	2%	15%	2	4	.	2%	.	.	-1	.
COC(=O)c1cc(-c2cccc(OC)c2)on1	0%	14%	-2	-12	-16%	4%	0%	2%	?	-2
O=C(c1ccc2c(=O)n3c(nc2c1)CCC3)N1CCN(S(=O)(=O)c2cccc(F)c2)CC1	1%	8%	1	8	.	2%	.	.	-1	.
Cc1cc(C(=O)CCC(=O)NCC2COc3ccccc3O2)c(C)s1 (stereo not drawn)	.	-4%	-5	5	.	3%	.	.	7	.
C#CCOC(=O)CCCC(=O)NCCCCCCCC	-4%	17%	15	-1	4%	-3%	.	-1%	?	4
CCCCNC(=O)Nc1ccccc1Br	-1%	-2%	0	2	0%	0%	0%[11.5 µM]	.	21	1
CC(C)CNc1cc(=O)n(C)c(=O)n1C	1%	21%	-4	-1	2%	2%	6%	-1%	1	4
CCN(CC(=O)NCc1cccs1)C(=O)Cc1ccc(Cl)c(Cl)c1	4%	-4%	10	-2	.	35%	.	.	.	.
O=C(Nc1nc2c(F)cc(F)cc2s1)c1ccco1	-3%	10%	3	-1	.	-4%	12%	.	27	-3
N/C(=N\OC(=O)c1ccco1)c1ccccn1	-3%	18%	10	-1	-3%	2%	0%	22%	0	0
COCC(C)N1CCC(n2nccc2NC(=O)CCOc2ccccc2)CC1 (stereo not drawn)	9%	0%	20	3	37%	-9%	-3%	-5%	-1	.
Cc1cc(C(=O)COC(=O)c2ccc[nH]c2=O)c(C)n1-c1ccccc1F	-1%	18%	11	-4	-9%	15%	1%	0%	15	1
Oc1c(C=C2N=c3ccccc3=N2)sc(=S)n1C1CCCC1	-6%	0%	0	-13	4%	1%	2%	0%	-2	-21
O=C(COC(=O)CN1C(=O)C2CCCCC2C1=O)NC1CCS(=O)(=O)C1 (stereo not drawn)	5%	5%	0	-4	-3%	3%	.	1%	3	0
CC1Cc2ccccc2N1C(=O)CSc1nnc(CNc2ccccc2)o1 (stereo not drawn)	-1%	-8%	0	2	1%	11%	?	-1%	?	-2
COc1cc2cc(C)c(SCC(=O)N3CCOCC3)nc2cc1OC	0%	-3%	2	2	5%	11%	15%	2%	-3	-1
CCc1ccccc1NC(=O)CNC(=O)CNC(=O)c1cccs1	0%	0%	-8	6	.	1%	.	.	1	.
Cc1ccc2cc(C)c3nnc(SCC(=O)N4CCCc5ccccc54)n3c2c1C	.	.	.	.	8%	7%	-4%	1%	0	0
O=C(NNC(=O)C1CCCC1)c1ccccc1F	-3%	10%	8	-4	-3%	0%	-10%	11%	-2	6
CN(C(=O)Nc1ccc(Cl)cc1Cl)C1CCCC1	2%	-1%	2	5	14%	-5%	-6%	8%	-2	1
COC(CNC(=O)c1cc(S(=O)(=O)N2CCc3ccccc32)ccc1F)OC	5%	17%	6	3	2%	4%	-6%	-2%	6	0
CCC(=O)N1c2ccc(S(=O)(=O)CCC(=O)N3CCN(c4ccccc4)CC3)cc2CC1C (stereo not drawn)	-2%	-25%	8	-4	-1%	9%	-3%	1%	-4	1
CC(=O)NS(=O)(=O)c1ccc(NC(=O)c2cccc3ccccc23)cc1	4%	12%	9	23	.	.	.	.	.	.
COc1ccccc1C(=O)NN1C(=O)/C(=C/c2cccn2C)SC1=S	.	.	.	.	?	5%	?	-1%	13	-4
Cc1ccc(OCC(=O)N(C)CCc2ccccn2)cc1	0%	-24%	8	-6	-2%	0%	3%	-2%	0	0
Cc1nn(C2CCS(=O)(=O)C2)c(Cl)c1/C=C/C(=O)OCC(=O)N(C)C (stereo not drawn)	-1%	39%	15	5	-3%	-1%	1%	0%	-1	2
COc1ccc(CNC(=S)Nc2ccccc2Cl)cc1	-2%	4%	5	4	6%	7%	-4%	-2%	29	0
COc1cc(/C=C/c2ccc3c(Br)cc(Br)c(O)c3n2)ccc1O	-1%	-66%[inhibitor]	-5	12	27%	12%	153%[activator]	1%	3	0
Cc1cc(OCCNCCO)cc(C)c1Cl	3%	-47%[inhibitor]	2	-3	4%	-6%	0%	2%	.	2
CCC(C)Sc1ccc(-c2nc3ccc(C)cn3c2NC2CCCCC2)cc1 (stereo not drawn)	.	-4%	-16	3	.	36%	.	.	29	.
CCCn1nnc(NC(=O)c2ccc(Br)cc2)n1	4%	?	15	-1	18%	.	-8%	0%	15	-3
O=S1(=O)c2ccccc2C(O)(c2ccccc2)c2ccccc21	1%	7%	-13	5	.	.	.	.	.	.
CCCCC(=O)Nc1ccc(F)c(Cl)c1	-3%	2%	13	4	0%	5%	?	-3%	-7	-5
COc1ccc(NC(=O)CCC(=O)OCc2ccc(C(=O)Oc3ccc(Cl)cc3)cc2)cc1	-4%	-7%	-3	20	18%	2%	-1%	-1%	3	1
C=CCn1c(=NC(=O)C2COc3ccccc3O2)sc2cc(S(N)(=O)=O)ccc21 (stereo not drawn)	.	-9%	-4	0	6%	3%	7%	-3%	3	1
COc1ccc(CCNCc2ccc(OCc3ccccc3)cc2)cc1	-1%	-65%[inhibitor]	?	7	-4%	9%	-5%	6%	1	0
COc1ccccc1C(=O)NNC(=O)c1ccc(NC(=O)c2ccccc2)cc1	-3%	-8%	19	0	?	3%	0%	-2%	4	-6
CC(O)c1cccc(NC2=CC(=O)CC(C)(C)C2)c1 (stereo not drawn)	11%	13%	10	-6	0%	-1%	-1%	0%	-3	2
Cc1nn(-c2cccc3cccnc23)c(=O)c2ccccc12	7%	2%	18	4	-1%	4%	-9%	0%	-3	3
O=C(O)c1cc(-c2ccccc2)nc2nc(N3CCCCC3)sc12	.	.	.	.	-19%	1%	7%	4%	0	3
COc1ccc(NC(=O)C(C)N2C(=O)c3ccccc3S2(=O)=O)c(OC)c1 (stereo not drawn)	8%	18%	2	-9	.	-13%	.	.	-2	.
Cc1ccc(OCC(=O)Nc2sc3c(c2C#N)CCC3)cc1	-1%	3%	-1	0	-18%	3%	-8%	0%	2	3
O=C(Nc1ccccc1)C1=C(O)CC(c2ccoc2)CC1=Nc1ccccc1 (stereo not drawn)	-5%	33%	4	23	19%	1%	4%	0%	28	3
NC(N)=Nc1nc(C2COc3ccccc3O2)cs1 (stereo not drawn)	-1%	11%	-3	-5	3%	1%	-23%	2%	2	2

Structures shown so far with bromine:
SMILES	S-ASM inh	Integrin act MD	KCNH2 3.1 block	hERG WT inh	MLL CXXC-DNA inh	AT treatment	MBNL1 CUG block	GALK inh	TRPV1 agonist	FBPA coupling cs
CCCCNC(=O)Nc1ccccc1Br	-1%	-2%	0	2	0%	0%	0%[11.5 µM]	.	21	1
COc1cc(/C=C/c2ccc3c(Br)cc(Br)c(O)c3n2)ccc1O	-1%	-66%[inhibitor]	-5	12	27%	12%	153%[activator]	1%	3	0
CCCn1nnc(NC(=O)c2ccc(Br)cc2)n1	4%	?	15	-1	18%	.	-8%	0%	15	-3

Next part
SMILES	S-ASM inh	Integrin act MD	KCNH2 3.1 block	hERG WT inh	MLL CXXC-DNA inh	AT treatment	MBNL1 CUG block	GALK inh	TRPV1 agonist	FBPA coupling cs
CCCCN1CC(COc2ccccc2)OC1=O (stereo not drawn)	-1%	-9%	12	4	4%	7%	-20%	3%	14	5
COc1ccc(NC(=O)CCN2C(=O)/C(=C/c3ccc4c(c3)OCO4)SC2=S)cc1	-2%	-20%	22	-1	-1%	-9%	5%	-1%	3	1
CC(C)=C[C@@H]1C[C@H](C)[C@H]2CC[C@H](C)c3c(O[C@@H]4O[C@@H](C)[C@@H](O)[C@@H](O)[C@@H]4O)c(O)c(C)c1c32	-20%	-44%	7	5	.	11%	.	.	.	.
C=CCN=C1SC(C)(C)C(=O)N1S(=O)(=O)c1ccc(C)cc1	-1%	7%	-15	-3	4%	-2%	-7%	-2%	0	-2
CC(Oc1ccc(-c2nccc(-c3ccccn3)n2)cc1)C(=O)NN (stereo not drawn)	0%	15%	-8	-2	5%	-2%	6%	-3%	?	-2
CN1CCN(c2ccc(S(=O)(=O)N3CCCCC3)cc2NC(=O)/C=C/c2ccc(Cl)c([N+](=O)[O-])c2)CC1	-7%	-63%[inhibitor]	-39	-1	.	-8%	.	.	1	.
